# Compound activity: PubChem BioAssay, several laboratories
# Rin1-Abl PPI inh – human Rin1-Abl interaction inhibition. P00519+Q13671. TR-FRET Rin1/Abl binding, biochemical. inhibition, % at 7.35 µM. 360,000 compounds, 0.4% hits. AID 588664; in the data active = inhibition above about 5%, passing the limit was not always enough
# bovine MsrA act – bovine methionine sulfoxide reductase A activation; 360,000 compounds, 0.3% hits; activation, % at 10.6 µM; purified bovine MsrA, absorbance read-out; in the data active = activation above about 7.5%;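 also: 0% = vehicle and 100% = reference activator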
# MLLE-PAM2 inh – inhibitors of microRNA-mediated deadenylation, human PABP1 MLLE binding | P11940 | GST-MLLE / FITC-PAM2 fluorescence polarization | inhibition, % at 20 µM | 360,000 compounds, 0.36% hits; in the data active = inhibition above about 35%, passing the limit was not always enough;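 also: plate controls were DMSO wells with GST-MLLE for no effect and wells lacking GST-MLLE protein for full effect; some results filed as inactive read as strong as hits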
# SKN-1 block – C. elegans SKN-1 inhibition; inhibition, % at 21.8 µM; AID 624304; 360,000 compounds, 0.49% hits; C. elegans VP596 Pgst-4::GFP/RFP ratio, acrylamide-induced, 24 h;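 active = interference check ratio from 0.5 to 1.5 plus GFP to RFP signal ratio inhibition reaching or exceeding a fixed threshold, cut at about 30% in these data, passing the limit was not always enough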; also: some compounds called inactive have numbers as strong as hits
# FAS-TE inh – blocks the thioesterase domain of human fatty acid synthase | recombinant FAS-TE, OMFH fluorogenic substrate, fluorescence endpoint | inhibition, % at 15 µM | 360,000 compounds, 0.67% hits | AID 602261;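 active = compounds whose normalised, plate-corrected inhibition of enzyme fluorescence in the single-dose primary screen is 50% or more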;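 also: 0% = DMSO with enzyme and 100% = substrate without enzyme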
# E coli Lon inh – inhibitors of E. coli Lon protease | P0A9M0 | purified E. coli Lon protease, fluorescence polarization | inhibition, % at 7.94 µM | 360,000 compounds, 0.42% hits; in the data active = inhibition above about 13%, passing the limit was not always enough;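 also: 0% = enzyme with probe and DMSO and 100% = no enzyme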
# CendR NRP1 mod – modulators of CendR peptide binding to human neuropilin-1 | O14786 | FAM-RPARPAR peptide binding to NRP-1, fluorescence polarization | inhibition, % at 25 µM | 360,000 compounds, 0.85% hits;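 active = inhibition or corrected inhibition above about 18%, plus a signal ratio from 0.5 to 1.5, limit read from the data, passing the limit was not always enough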; also: strong numbers were not always called active
# Neddyl block – cullin neddylation inhibition | P61081+Q13564 | calls only at 25 µM | TR-FRET cullin neddylation, biochemical | AID 651699 | 360,000 compounds, 0.58% hits; in the data active = inhibition above about 36%
# MT1-MMP act inh – MT1-MMP (human) activation inhibition. P50281. HT1080 RFP-PRO-GFP cells, GFP/RFP ratio fluorescence, overnight; percent of plate control window, DMSO zero. GFP/RFP ratio change, % at 20 µM. 360,000 compounds, 0.061% hits. AID 651647;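 active = GFP/RFP ratio change of at least 30% with cell ATP level not reduced by more than half and red fluorescence within 50% of control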; also: strong numbers were not always called active
#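 Assay system – RFP-PRO-GFP reporter HT1080 cells · Compound dosing – single dose of 20 µM compound, 1% DMSO final · Incubation – overnight compound exposure at 37 °C · Measure – GFP/RFP fluorescence ratio · Benchmarks – DMSO wells and RFP-L50D-GFP cells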
# Starred values were filed as active, the others as inactive; i = inactive; . = no result given.
SMILES,Rin1-Abl PPI inh,bovine MsrA act,MLLE-PAM2 inh,SKN-1 block,FAS-TE inh,E coli Lon inh,CendR NRP1 mod,Neddyl block,MT1-MMP act inh
CCN(c1cccc(C)c1)c1ncnc2nc[nH]c12,-1,-2,10,-2,-8,-11,-4,i,-6
COc1ccc(OC)c(NC(=O)CSc2nnc(CNC(=O)c3ccccc3F)o2)c1,2,-5,9,-17,-4,-10,-6,i,-1
O=C(O)CCC(=O)Nc1ccc(SSc2ccc(NC(=O)CCC(=O)O)cc2)cc1,4,5,29,7,-10,-8,-4,i,-4
COCC1CCN(C(=O)c2ccc3nc(Cc4cccc(Cl)c4)oc3c2)CC1,0,0,-8,3,-4,-11,-11,i,2
CCOC(=O)C1(CC2CC2)CCN(Cc2cnc(-c3ccc(OC)cc3)nc2)CC1,2,-3,1,9,16,-1,5,i,1
COc1cccc(-c2ccc(NC(=O)C3CCCN(Cc4ccccn4)C3)cc2)c1 (stereo not drawn),0,-2,-4,19,2,-7,-14,i,2
Cc1ccc(C2=NC3(CCCCCC3)NC2=S)cc1,-1,-2,2,8,-7,1,-1,i,6
CCc1ccc(CNn2cnnc2SCC(=O)NC(C)(C)C)cc1,-1,-10,-34,-6,-10,-11,-5,i,-3
Cc1ccc(N2CCN(C(=O)c3nn(C)c4c3CS(=O)(=O)c3ccccc3-4)CC2)c(C)c1,3,-1,-4,16,36,-2,-1,i,-4
O=C(CSc1nn(-c2ccc(F)cc2)c(=S)s1)NC(=O)NCc1ccco1,3,-2,-47,3,-12,-9,2,i,3
CCC(=O)Nc1ccc(S(=O)(=O)Nc2cc(C)on2)cc1,-1,-3,1,-2,-7,4,3,i,0
COCCCNC(=O)c1c[nH]c2ccc(S(=O)(=O)N3CCC4(CC3)OCCO4)cc2c1=O,-4,-1,11,-2,-5,3,-7,i,1
CCOc1ccccc1NC(=O)N1CCCC1C(=O)Nc1nnc(CC)s1 (stereo not drawn),0,-11,7,-17,-16,-5,8,i,5
O=C(CN1CCN(C(=O)c2c(F)cccc2F)CC1)Nc1ccccc1F,2,-10,-3,-29,-3,9,-2,i,-3
COc1ccccc1OCC(=O)Nc1ccc(S(=O)(=O)NC(C)=O)cc1,-1,-2,11,-5,-6,-6,0,i,1
CN(C)CCCN(C(=O)c1ccc(S(=O)(=O)N(C)C)cc1)c1nc2ccc(F)cc2s1,0,3,-10,-6,0,-5,3,i,2
O=C(OCC(=O)N1CCCC1=O)c1cc(S(=O)(=O)N2CCOCC2)ccc1F,-1,-3,3,9,-5,3,4,i,3
COc1cccc(C(=O)Nc2cccc(C(=O)NCC(C)C)c2)c1,-2,-4,0,3,-12,2,7,i,-1
COc1ccc(CN2CCN(c3ccccn3)CC2)cc1OCc1ccccc1,2,-3,-15,8,1,-6,-14,i,-2
Cn1ncc(C#N)c1NC(=O)c1nn2cccnc2c1Cl,0,-6,-2,1,-3,-13,11,i,8
COc1cccc(CNC(=S)Nc2ccc3c(c2)c(=O)n(C)n3Cc2ccccc2)c1,0,-3,-5,12,2,7,-11,.,4
CC(C)(C)NC(=O)C(c1c[nH]c2ccccc12)N(C(=O)Cn1nnc(-c2ccc(Cl)cc2)n1)c1ccccc1F (stereo not drawn),3,-1,4,-2,45,-1,-12,i,-41
O=C1CNC(=O)N1CC(=O)N1CCCc2ccccc21,0,-3,-8,2,-4,12,-2,i,-5
Cc1ccc(S(=O)(=O)n2ccc3cccnc32)cc1,-3,-3,-9,-5,0,-7,7,i,3
O=C1OCC=C1NNC(=O)c1cccnc1,1,-4,-6,6,-7,-3,-8,i,0
O=C(Nc1ccncc1)c1cc(S(=O)(=O)N2CCCC2)ccc1Cl,2,-7,3,-1,-5,21*,-8,i,8
CCOc1ccc(N(CC)C(=O)CCS(=O)(=O)c2cccc3nonc23)cc1,2,-3,-12,5,7,2,-1,i,1
CCCCNC(=O)CSc1nc(O)c(Cc2ccc(OC)cc2)c(=O)[nH]1,-1,-4,0,-3,-8,1,-19,i,0
CCCS(=O)(=O)NC(=O)C1(C)CCCN(C(=O)c2ccco2)C1 (stereo not drawn),-4,-6,-7,18,-9,-8,9,i,2
Cc1ccc([C@H]2C[C@@H](n3cc(COC(=O)c4ccccc4)nn3)[C@H](O)CN2CC2CCCCC2)cc1,-2,-2,-6,4,-2,-2,3,i,0
CC(=O)CCn1cc([N+](=O)[O-])nc1C,-2,3,-7,-4,-4,-1,0,i,2
COc1cc(C(=O)NCc2nnc(SCC(=O)Nc3cc(C)cc(C)c3)o2)cc(OC)c1OC,-1,-3,-11,7,-4,-4,13,i,4
CCOC(=O)[C@H]1[C@H]2COc3ccc(C)cc3[C@@H]2N2C(=O)CN(Cc3ccc(C)cc3)C(=O)[C@@]12C,2,-2,-2,8,4,-5,-2,i,-7
COc1ccc2oc(-c3ccccc3)c(C(N)=O)c2c1,-4,3,1,5,-2,7,5,.,2
CCC(=O)Nc1cccc(-c2cc3ccccc3oc2=O)c1,1,-8,-4,15,-6,-1,-8,i,-1
CCOC(=O)c1c(C)[nH]c(C(=O)COC(=O)/C=C/c2cccc(OC)c2OC)c1C,-1,-3,3,2,-12,6,-6,i,-3
CC1=C(C(=O)N(C(C)C)C(C)C)CC(CC(=O)NCc2cccs2)C(=O)N1Cc1ccc(C(C)(C)C)cc1 (stereo not drawn),4,-4,-6,13,13,-23,9,i,-9
CC(=O)N1CCC2(CC1)C/C(=N\NC(=S)Nc1ccccc1F)c1cc(O)ccc1O2,1,-9,25,-9,4,-6,-4,i,-8
COc1ccc(CN2CCC(CO)(CCOc3ccccc3)CC2)c(OC)c1C,4,-4,-2,-9,-2,1,12,i,-1
CCC(=O)OC1(C#CCOc2ccc(OC)cc2)CCN(C)CC1,-1,-2,-4,10,-2,-9,-12,i,-8
C#CCOC(=O)Nc1cnccc1C(F)(F)F,0,0,-6,11,-3,-4,2,i,-1
COc1cccc(NC(=O)CN(C)C(=O)c2cccnc2Nc2cccc(C(F)(F)F)c2)c1,2,-2,16,1,38,-7,8,i,8
CC(C)(C)NC(=O)COC(=O)c1ccccc1OCC(=O)Nc1ccc(Br)cc1,-1,-2,-9,0,10,-5,-4,i,0
O=C(C1=C(O)C(=O)N(Cc2ccccc2)C1c1ccncc1)c1ccco1 (stereo not drawn),-1,-5,8,-8,-4,-8,-6,i,9
O=C(NCC1CCCO1)c1cccnc1NCc1ccc(F)cc1 (stereo not drawn),-2,-10,16,-1,1,7,3,i,-4
CC1CCC/C(=N\NC(=O)Nc2ccccc2)C1 (stereo not drawn),2,1,-3,11,-4,1,-6,i,3
COc1cccc(N2C(=NC(=O)c3ccccc3)SC3CS(=O)(=O)CC32)c1 (stereo not drawn),1,-3,5,9,6,2,7,i,-2
COc1ccccc1CN1CC(C(=O)N2CCC(OC)CC2)CCC1=O (stereo not drawn),0,-1,-12,16,-6,-11,-1,i,-2
CC(C)(C)OC(=O)NCCCC[C@H](NC(=O)c1[nH]cnc1C(=O)N[C@@H](Cc1ccccc1)C(=O)OC(C)(C)C)C(=O)OC(C)(C)C,1,-2,8,15,21,8,10,i,-30
CCSc1nnc(NC(=O)C2(C)Cc3ccccc3C(=O)O2)s1 (stereo not drawn),-1,-4,2,3,-2,3,-8,i,1
Cc1cccc(-c2nc(CS(=O)CC(=O)N3CC(C)CC(C)C3)c(C)o2)c1 (stereo not drawn),1,-5,6,5,1,0,-4,i,0
N#C/C(=C\Nc1ccc2c(c1)OCCO2)C(=O)NCc1ccco1,-5,-2,-9,0,1,2,0,i,-1
COc1cc(C(=O)OCC(=O)N2CCCC2)cc2c1OCCO2,2,-4,8,14,-5,-13,-3,i,0
COc1cc(OC)c(C(=O)OCCCOC(=O)c2cc(OC)c(OC)cc2OC)cc1OC,1,1,-21,12,-4,-4,10,i,1
CNc1nc(NCc2ccccc2)c2sccc2n1,-1,0,-1,-2,0,-18,-13,i,10
C[C@@H]1CN([C@H](C)CO)C(=O)c2cc(NS(=O)(=O)c3cn(C)cn3)ccc2O[C@@H]1CN(C)S(C)(=O)=O,-1,-2,0,-1,-10,1,5,i,4
O=C(NCC(O)COc1ccc([N+](=O)[O-])cc1)c1ccccc1 (stereo not drawn),-1,-3,3,-1,10,5,1,i,-6
Cc1csc(NC(=O)c2cc3c(s2)CCCCC3)n1,3,-7,2,-1,10,3,-2,i,-37
Cc1ccc(Cl)cc1N1CCN(C(=O)CCCn2c(=O)c3cccn3c3cccnc32)CC1,1,-1,-8,18,32,0,9,i,-6
O=C(Oc1ccc2ccc(=O)oc2c1)N1CCOCC1,1,-4,11,-24,-10,-1,-13,i,-2

# Four structures from above, sorted by SMILES length, ascending.
SMILES,Rin1-Abl PPI inh,bovine MsrA act,MLLE-PAM2 inh,SKN-1 block,FAS-TE inh,E coli Lon inh,CendR NRP1 mod,Neddyl block,MT1-MMP act inh
O=C(NCC1CCCO1)c1cccnc1NCc1ccc(F)cc1 (stereo not drawn),-2,-10,16,-1,1,7,3,i,-4
COc1ccccc1CN1CC(C(=O)N2CCC(OC)CC2)CCC1=O (stereo not drawn),0,-1,-12,16,-6,-11,-1,i,-2
O=C(C1=C(O)C(=O)N(Cc2ccccc2)C1c1ccncc1)c1ccco1 (stereo not drawn),-1,-5,8,-8,-4,-8,-6,i,9
COc1cc(OC)c(C(=O)OCCCOC(=O)c2cc(OC)c(OC)cc2OC)cc1OC,1,1,-21,12,-4,-4,10,i,1

# The list goes on.
SMILES,Rin1-Abl PPI inh,bovine MsrA act,MLLE-PAM2 inh,SKN-1 block,FAS-TE inh,E coli Lon inh,CendR NRP1 mod,Neddyl block,MT1-MMP act inh
O=S(=O)(c1ccc2ccccc2c1)N1CCCCC1,-1,0,-4,14,13,4,-8,i,-4
C[C@H]1CN([C@@H](C)CO)S(=O)(=O)c2ccc(-c3cccc(F)c3)cc2O[C@@H]1CN(C)C,1,-9,8,-5,-10,-11,0,i,2
CC(=O)c1c(C)oc2ccc(NS(=O)(=O)c3ccc(C)cc3)cc12,4,-11,0,-6,2,3,7,i,10
O=C(O)CSC1CC(=O)N(c2ccc(Br)cc2)C1=O (stereo not drawn),0,-9,15,1,-6,1,12,i,1
Cc1ccc([C@H]2C[C@H](O)[C@@H](n3cc(-c4ccc(F)cc4)nn3)CN2C(=O)c2cccs2)cc1,-5,-2,4,7,9,-2,3,i,1
CCN(CC(=O)Nc1ccc(OC)cc1)C(=O)c1cccc(S(=O)(=O)N2CCN(c3ccccc3)CC2)c1,-4,-6,-6,-3,13,5,18,i,4
Cc1ccc(S(=O)(=O)Cc2cn3cccnc3n2)cc1,0,-5,14,2,-6,2,5,.,3
CC(C)=C1C2CCC1C1C(=O)N(c3nc(-c4ccc(F)cc4)c(C)s3)C(=O)C21 (stereo not drawn),2,-8,-2,16,20,14,-3,i,-3
O=C(N/N=C/c1ccccn1)c1ccc(Br)o1,-1,-15,14,-11,-15,0,-6,i,-2
COc1ccc(-c2coc3c(C)c4oc(=O)c(CCC(=O)O)c(C)c4cc23)cc1,5,-5,5,-1,-5,-25,-45,i,13
O=C(CCc1nnc2n(Cc3ccccc3)c(=O)c3ccccc3n12)NCCN1CCOCC1,3,-7,5,-5,-1,-12,-12,i,2
Cc1ccc(NC(=O)CCC(=O)N/N=C/c2ccc(O)cc2)cc1,5,-2,0,2,-5,-8,-1,i,3
Cc1cc(C)nc(NC(=O)c2ccc(COc3ccccc3Cl)cc2)c1,0,-3,-6,3,40,-1,-6,i,-15
C/C(=N\Nc1nc2ccccc2[nH]1)c1ccc2c(c1)OCO2,0,-14,-12,-4,-59,4,-1,i,.
N#CC(c1ccccc1)c1cnccn1 (stereo not drawn),0,0,-9,6,-7,-6,13,i,8
